NR2E3 ag-1 = NR2E3 agonists in two-hybrid cells, primary screen, cell-based, luminescence, CHO-S, Gal4-NCOR/VP16-NR2E3; Photoreceptor-specific nuclear receptor (Homo sapiens), Q9Y5X4; luciferase; inhibition of corepressor binding, % at 3.98 µM; 360,000 tested, 0.35% active; AID 602229, 2012;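 active means inhibition above the mean of all tested compounds plus 3 SD, cut at about 70% in these data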;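 further: 0% = DMSO with NR2E3 transfected cells and 100% = cells lacking NR2E3 construct; higher means lower luciferase signal from less NR2E3 corepressor binding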
Target sequence (Q9Y5X4 whole entry, looked up, the tested form may be a part): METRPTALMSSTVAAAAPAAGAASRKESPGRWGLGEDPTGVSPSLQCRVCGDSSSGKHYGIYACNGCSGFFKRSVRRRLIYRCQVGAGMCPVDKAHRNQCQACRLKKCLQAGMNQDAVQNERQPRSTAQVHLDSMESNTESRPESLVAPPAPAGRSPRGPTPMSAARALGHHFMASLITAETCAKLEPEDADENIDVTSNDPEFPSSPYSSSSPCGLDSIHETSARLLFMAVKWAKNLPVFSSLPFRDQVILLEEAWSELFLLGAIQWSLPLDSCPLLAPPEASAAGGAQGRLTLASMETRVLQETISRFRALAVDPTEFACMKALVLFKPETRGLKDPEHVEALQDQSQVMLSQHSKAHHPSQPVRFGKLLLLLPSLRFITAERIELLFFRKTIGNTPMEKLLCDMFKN
iPSC survival up = enhancers of single-cell hiPSC survival, primary screen, ATPlite luminescence; 360,000 tested, 0.044% active; 100% = ROCK inhibitor wells, 0% = DMSO; survival enhancement, % at 20 µM; in the data active means survival enhancement above about 18%;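 further: cells exposed to compounds for 16 hours before the ATP read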
NR2E3 ag-2 = inhibitors of NR2E3-RetCOR corepressor binding, primary screen, NR2E3 agonist project, biochemical, TR-FRET, GST-NR2E3, biotin-RetCOR; 320,000 tested, 0.12% active; AID 2300, 2010; 1536-well; inhibition of corepressor binding, % at 4.78 µM;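 active means percent inhibition above the cutoff of mean plus 3 SD of all tested compounds, set per screening campaign, cut at about 20% in these data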;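 further: 0% = DMSO wells and 100% = biotin wells as full block of FRET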
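system = GST-tagged NR2E3 plus biotinylated RetCOR corepressor | input = 1.35 nM GST-NR2E3 | also added = 7 nM biotin-RetCOR | schedule = 5 h incubation at 4 °C | measured by = TR-FRET with europium anti-GST and streptavidin-D2, 340 nm excitation | read-out = percent loss of FRET ratio relative to control wells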
aDG glyco up = activators of alpha-DG glycosylation, primary screen, uHTS, Pro5-aDG cells, AlphaScreen. activation, % at 10 µM. alpha-DG glycosylation AlphaScreen (IIH6); 0% Pro5, 100% B10-LARGE cell signal. 360,000 tested, 0.22% active;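 active means activation of at least 8% versus controls, or a plate z-score of at least 8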;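 further: Pro5 are CHO cells carrying HIG-tagged alpha-DG that lacks glycosylation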
Peg3 promoter = Peg3 promoter-driven luciferase inhibitors, primary screen, cell-based, HeLa, luciferase luminescence | 360,000 tested, 1.7% active | inhibition, % at 20 µM | HeLa PEG-Prom luciferase reporter, overnight | AID 588405, 2011;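 active means inhibition of at least 50% at 20 µM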
PDI inh = inhibitors of human PDI, primary screen, biochemical, turbidity, single point, plate reader | PDI insulin aggregation turbidity, A650, 90 min | 350,000 tested, 0.052% active | Protein disulfide-isomerase (Homo sapiens), P07237 | AID 588391, 2011 | inhibition, % at 10 µM;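 active means mean inhibition across replicates of 30% or more, whatever share of single replicates reach that level; inconclusive means mean inhibition below 30% while every single replicate reaches 30%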;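 further: absorbance from insulin aggregation driven by PDI reduction with DTT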
Target sequence (P07237 whole entry, looked up): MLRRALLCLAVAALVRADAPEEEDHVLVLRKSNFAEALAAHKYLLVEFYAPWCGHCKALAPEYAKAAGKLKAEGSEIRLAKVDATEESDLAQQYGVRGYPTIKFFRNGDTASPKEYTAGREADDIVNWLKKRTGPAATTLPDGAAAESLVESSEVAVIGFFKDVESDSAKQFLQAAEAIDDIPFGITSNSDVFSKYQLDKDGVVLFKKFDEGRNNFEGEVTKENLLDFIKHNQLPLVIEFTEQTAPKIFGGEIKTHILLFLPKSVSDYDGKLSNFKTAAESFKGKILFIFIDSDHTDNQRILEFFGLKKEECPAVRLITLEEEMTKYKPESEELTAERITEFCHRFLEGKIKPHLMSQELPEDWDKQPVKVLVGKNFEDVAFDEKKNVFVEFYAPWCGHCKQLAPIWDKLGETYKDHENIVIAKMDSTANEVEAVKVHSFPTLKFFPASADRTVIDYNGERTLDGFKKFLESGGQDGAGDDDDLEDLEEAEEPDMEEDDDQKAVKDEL
Vif inh = HIV Vif self-association inhibitors, primary screen, imaging, HEK293T, single point | inhibition, % at 7.49 µM | 340,000 tested, 0.35% active | HEK293T cells, Vif self-association by quenched fluorescence, 24 h; in the data active means inhibition above about 50%, passing the limit was not always enough; inconclusive means no clear call, values can overlap the other calls; inactive means below about 31%; further: some results filed as inactive read as strong as hits
CaV13 FRET inh = Disruptors of the CACNA1D IQ motif to Ca2+-dependent inactivation inhibitor domain association, primary screening, Förster resonance energy transfer in intact living … | 340,000 tested, 0.098% active | HEK cells, CFP/YFP FRET ICDI-IQ, plate reader, 10 min; percent FRET-ratio fall versus neutral wells | inhibition, % at 12.3 µM;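 active means mean replicate inhibition of at least 30% and at least 1% of replicates passing that level; inconclusive means only one of the two criteria is met; inactive means neither criterion is met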;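 further: 0% = median of the neutral control wells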
Exocytosis inh = LAMP-1 surface exposure blockers, TALL-104 cells – cell-based, flow cytometry, MLPCN library, primary screen; TALL-104 LAMP-1 surface exposure; cells stimulated with thapsigargin and PMA; inhibition, % at 10 µM; 360,000 tested, 0.66% active; AID 651702, 2012;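 active means inhibition above about 55%, limit read from the data; inconclusive means no clear call, values can overlap the other calls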
MITF TRPM1 inh = inhibitors of MITF-dependent TRPM1 promoter reporter, primary screen, cell-based, SK-MEL-5, single point, luciferase | SK-MEL-5 TRPM1 promoter luciferase, 24 h | inhibition, % at 12.5 µM | 330,000 tested, 0.83% active;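 active means mean inhibition across replicates of 60% or more, whatever share of single replicates reaches that level; inconclusive means some that reach 60%, reason not given; inactive means mean inhibition across replicates below 60%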; further: values of inactives mirror those of a sister screen read the other way
HIF-2a inh = HIF-2a reporter inhibitors, primary screen, luminescence, 786-0 RCC cells | 786-0 RCC cells HIF-2a reporter, luciferase luminescence, overnight | inhibition, % at 18.8 µM | 360,000 tested, 0.72% active | AID 624352, 2012;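 active means inhibition of the luminescence signal of 40% or more relative to plate controls, in a single-dose primary screen at 18.75 µM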
Numbers without * were called inactive; ? = inconclusive; nt = no result given.

SMILES	NR2E3 ag-1	iPSC survival up	NR2E3 ag-2	aDG glyco up	Peg3 promoter	PDI inh	Vif inh	CaV13 FRET inh	Exocytosis inh	MITF TRPM1 inh	HIF-2a inh
Cc1ccc(/C=C/C(=O)NCCCN2CCN(CCCNC(=O)/C=C/c3ccc(C)o3)CC2)o1	5	3.4	1	-0.3	-14	-5	1	-5	0	-17	13
CCCCc1nc(SCC(=O)N2CCOCC2)c2c(=O)n(C)c(=O)n(C)c2n1	5	-0.2	3	0.2	20	0	?	nt	-2	-3	11
CCc1ccccc1NC(=O)CSc1nc2n[nH]c(C)c2c(=N)n1-c1ccc(OC)cc1	19	0.1	nt	0.4	39	7	5	nt	-1	7	22
CC(=O)c1ccc(S(=O)(=O)Nc2ccc(C(=O)NCC(c3ccco3)N3CCCC3)cc2)cc1 (stereo not given)	2	2.6	nt	-0.2	2	9	3	-13	1	nt	11
CC1CCCCC1NC(=O)c1cncc(Br)c1 (stereo not given)	-1	1.4	-2	0.0	-23	2	4	-4	0	-17	-9
CN1CCN(C(=O)c2ccc3c(c2)N(Cc2ccc(F)cc2)C(=O)c2ccccc2S3=O)CC1 (stereo not given)	-7	1.9	0	0.2	-12	nt	nt	-6	-2	nt	-2
CSc1nc(SC)c2c3c(oc2n1)COC(C)(C)C3	-14	9.9	3	0.0	-12	-15	4	-4	-2	-15	-69
CN(C)C(=S)SCC(=O)NC(=O)NC(C)(C)C	-18	-0.2	7	0.0	9	10	3	5	-1	-1	5
CCOC(=O)CSc1nc2c(cnn2-c2ccc(Cl)cc2)c(=O)[nH]1	-21	-0.4	-2	0.0	-5	7	-4	-3	-6	2	10
O=C(NCC1CCCO1)c1cc2c(s1)CS(=O)(=O)C2 (stereo not given)	5	1.1	1	-0.2	-3	-2	6	-5	0	10	8
Cn1c(Cn2nnc3ccccc32)nnc1SCC(=O)N1c2ccccc2Sc2ccccc21	-15	2.3	2	0.1	19	0	-2	-9	-4	5	-3
COc1ccc(C)cc1NC(=O)CN1C(=O)C2CC=CCC2C1=O (stereo not given)	-15	-1.1	1	0.5	8	0	-3	-5	-13	-3	3
CC(=O)c1cc(-c2ccccc2)n(CC(=O)NC2CCCCC2)c1C	2	0.2	4	0.8	9	-2	-4	-7	-1	3	17
Cc1cccc(NC(=O)c2ccc(OCC(=O)NCc3ccccc3)cc2)c1C	1	4.7	2	0.1	19	0	8	-4	-4	-5	10
C#CC(CC)(CC)NC(=O)c1cc(S(=O)(=O)N2CCCCC2)ccc1N1CCOCC1	17	0.2	nt	0.2	4	3	0	-5	-2	-1	-5
Cc1cnc(NC(=O)COc2ccccc2Cl)s1	-105	-4.7	3	0.0	43	3	3	-8	-2	48	25
O=C(NC1(C(F)(F)F)C(=O)Nc2c1c(=O)[nH]c(=O)n2Cc1ccccc1)c1ccc(Cl)cc1 (stereo not given)	16	0.6	0	0.3	-1	-3	-2	-3	-2	5	-1
CC(NC(=O)c1cc(S(=O)(=O)N(C)C)ccc1Cl)c1ccc(-n2ccnc2)cc1 (stereo not given)	-5	-0.3	2	-0.4	3	-5	5	-6	30	12	6
CCOC(=O)[C@H]1[C@H]2COc3ccc(OC)cc3[C@@H]2N2C(=O)CN(Cc3ccc(F)cc3)C(=O)[C@@]12C	21	0.9	0	0.0	-6	-2	2	-4	2	-3	16
CCOc1cc(N2CCOCC2)c(OCC)cc1NC(C)C(=O)N1CCN(CC)CC1 (stereo not given)	-19	-0.7	nt	0.3	3	-2	2	-16	-1	0	6
O=C1OCCN1c1ccccc1	-14	-2.2	nt	0.0	-1	-2	3	-6	21	-11	-4
CCCOc1ccc(N2C(=O)CC(N(Cc3ccco3)C(C)=O)C2=O)cc1 (stereo not given)	6	-0.6	-1	0.2	3	-5	nt	-16	2	8	12
O=C(CCS(=O)(=O)c1ccccc1)Nc1ncc([N+](=O)[O-])s1	19	0.0	0	-0.1	-4	-5	0	-7	8	0	-52
COc1ccc(NC(=O)Nc2sc(=S)n(C)c2C)cc1	-10	-0.7	2	0.1	2	4	0	6	1	-2	-6
COCCNC(=O)C1Cc2c(-c3cccc(NC(C)=O)c3)ccnc2O1 (stereo not given)	15	0.3	nt	-0.4	19	2	10	-7	-6	nt	9
O=C(O)C1CC=CCC1C(=O)Nc1ccc(F)c(F)c1 (stereo not given)	-7	-1.0	1	0.0	13	3	3	nt	-3	-1	11
Cn1c(=O)c2cc3ccccc3nc2n(C)c1=O	-21	-0.4	2	0.1	13	-5	2	-15	2	-3	-9
c1ccc(Cn2c(SCc3nc4ccccc4s3)nnc2-c2ccco2)cc1	-57	9.1	2	-0.4	-69	7	-3	-2	1	-17	-174
Cc1ccc([N+](=O)[O-])cc1S(=O)(=O)N1CCNCC1	8	-2.5	2	-0.1	6	-16	-5	16	2	1	9
Cc1cc(C(F)(F)F)nc(SCc2ccc(C(=O)O)o2)n1	-14	-1.9	0	-0.2	3	-3	4	-4	3	-4	5

Reprinted at random: 2 records from the list
SMILES	NR2E3 ag-1	iPSC survival up	NR2E3 ag-2	aDG glyco up	Peg3 promoter	PDI inh	Vif inh	CaV13 FRET inh	Exocytosis inh	MITF TRPM1 inh	HIF-2a inh
O=C(NC1(C(F)(F)F)C(=O)Nc2c1c(=O)[nH]c(=O)n2Cc1ccccc1)c1ccc(Cl)cc1 (stereo not given)	16	0.6	0	0.3	-1	-3	-2	-3	-2	5	-1
COc1ccc(C)cc1NC(=O)CN1C(=O)C2CC=CCC2C1=O (stereo not given)	-15	-1.1	1	0.5	8	0	-3	-5	-13	-3	3

Carrying on.
SMILES	NR2E3 ag-1	iPSC survival up	NR2E3 ag-2	aDG glyco up	Peg3 promoter	PDI inh	Vif inh	CaV13 FRET inh	Exocytosis inh	MITF TRPM1 inh	HIF-2a inh
COc1ccc(NS(=O)(=O)c2ccc3oc(=S)[nH]c3c2)cc1	25	-0.6	3	-0.1	11	-5	-1	-2	-4	5	9
C=CCC(=O)N1CCC(n2nccc2NC(=O)c2ccc3c(c2)OCO3)CC1	-35	-0.9	nt	-0.3	-30	0	9	-6	14	nt	-42
CC(C)Cc1nnc(NC(=O)CCC(=O)N2CCOCC2)s1	17	0.2	-1	0.2	6	-2	nt	-8	-1	15	5
Cc1ccc(-n2c(C)cc3c2CCCC3=O)cc1	-34	-0.6	1	-0.3	2	8	-6	-5	13	2	6
CCCNC(=O)C12CCC(C)(c3nc4cc(C)c(C)cc4nc31)C2(C)C (stereo not given)	4	0.1	0	-0.4	9	3	6	-6	-2	-3	22
CC1CCN(C(=O)COC(=O)Cc2ccc(Br)cc2)CC1	-2	-0.5	0	-0.1	6	1	0	-3	-9	8	11
O=C(c1ccccc1)N1CCCCC(Cl)C1=O (stereo not given)	22	0.1	0	-0.4	7	0	21	-19	0	-1	4
CCC1NC(=S)N(C2CCCCC2)C1=O (stereo not given)	-18	-0.3	1	0.0	6	-5	-1	-8	0	3	11
CCCn1nnc(NC(=O)/C=C/c2ccc(C(C)C)cc2)n1	-2	-0.3	2	-0.1	-18	-8	11	-13	-4	-11	-46
COc1ccccc1NC(=O)C1=C(C)Nc2nc(-c3ccccc3)nn2C1c1ccccn1 (stereo not given)	-5	-0.7	-2	-0.3	28	9	15	nt	1	-7	26
CCSc1nnc([C@H](C)NC(=O)OC(C)(C)C)o1	0	2.1	0	0.0	4	-2	-16	-6	-6	-4	7
O=C(c1ccc2snnc2c1)N1CCCC1	-3	1.6	2	0.4	21	-6	3	nt	0	19	4
CC(C)Cn1c(CNC(=O)c2ccccc2)nc2ccccc21	-4	-1.8	3	-0.1	8	4	nt	nt	-3	4	8
O=C(CN1C(=O)CCS(=O)(=O)c2ccccc21)Nc1ccc(Cl)cc1	-13	1.4	-1	-0.3	-5	13	-4	-6	0	-1	-3
Cc1ccc(N=Cc2ccc[nH]2)c(O)c1	1	-1.1	0	0.8	-185	-5	-4	-5	0	-9	-182
COc1ccc(CNC(=O)CN(C(=O)CCC(=O)Nc2ccccn2)c2cccc(C)c2C)cc1	-5	-0.1	5	0.3	19	16	0	-4	17	1	20
COC(=O)c1c(C)oc(C)c1S(=O)(=O)NC(C)(C)C	25	0.4	2	-0.1	6	0	10	-5	-1	1	19
OCCCc1ccc(O)c(O)c1	-11	2.3	0	0.1	0	nt	-1	nt	0	nt	9
Cc1cccc(NC(=O)COC(=O)Cc2c[nH]c3ccccc23)c1C	-4	-0.2	0	-0.2	4	12	-3	-5	-5	7	10

Full records, quoted from the list.
Record of Cc1cccc(NC(=O)COC(=O)Cc2c[nH]c3ccccc23)c1C = NR2E3 ag-1 = -4; iPSC survival up = -0.2; NR2E3 ag-2 = 0; aDG glyco up = -0.2; Peg3 promoter = 4; PDI inh = 12; Vif inh = -3; CaV13 FRET inh = -5; Exocytosis inh = -5; MITF TRPM1 inh = 7; HIF-2a inh = 10
Record of COc1ccc(CNC(=O)CN(C(=O)CCC(=O)Nc2ccccn2)c2cccc(C)c2C)cc1 = NR2E3 ag-1 = -5; iPSC survival up = -0.1; NR2E3 ag-2 = 5; aDG glyco up = 0.3; Peg3 promoter = 19; PDI inh = 16; Vif inh = 0; CaV13 FRET inh = -4; Exocytosis inh = 17; MITF TRPM1 inh = 1; HIF-2a inh = 20

Source: PubChem
